# CFTR F508del cor – correctors of CFTR F508del function in bronchial epithelial cells | actives 0.36% (n = 350,000) | activity (quench increase), % at 7.58 µM | CFBE cells, YFP halide quenching; stimulated with forskolin plus potentiator P3; % fluorescence drop versus neutral controls;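 active means mean added fluorescence quench of at least 8% versus neutral control, with both replicates also reaching 8%; inconclusive means only one of the mean or replicate conditions met; inactive means mean below 8% and not both replicates reaching 8%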;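 further: cells transiently co-express mutant CFTR-F508del with the halide-sensitive YFP; corrector assay measuring rescue of mutant channel to the surface after 24 h compound exposure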
# miR-122 sensor – miR-122 inhibition in Huh7 cells | activation (reporter increase), % at 12.5 µM | Huh7 miR-122 Renilla luciferase sensor, 48 h; neutral wells = 0, positive control = 100 | actives 0.3% (n = 340,000);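 active means mean replicate activation score at least 90 and every replicate individually at or above 90; inconclusive means only one of the two criteria met; inactive means neither criterion met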;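 further: higher luciferase means less miR-122 activity so hits act as miR-122 inhibitors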
# Casp6 inh – caspase-6 (human) enzyme inhibition; purified caspase-6, Z-VEID-R110 cleavage fluorescence; AID 686996; P55212; actives 0.53% (n = 350,000); inhibition, % at 12.5 µM;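 active means mean inhibition across replicates at least about 35%, with every replicate also reaching that limit, limit read from the data; inconclusive means only one of the two criteria met; inactive means neither criterion met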;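 further: 0% = median of neutral control wells and 100% = no fluorescence left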
# Target sequence (P55212 24-179 limits assumed): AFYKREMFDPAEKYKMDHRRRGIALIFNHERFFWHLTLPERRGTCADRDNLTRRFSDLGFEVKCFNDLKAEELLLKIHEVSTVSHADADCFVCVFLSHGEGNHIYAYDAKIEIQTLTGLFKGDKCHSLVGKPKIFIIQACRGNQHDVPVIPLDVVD
# Target sequence (P55212 194-293 limits assumed): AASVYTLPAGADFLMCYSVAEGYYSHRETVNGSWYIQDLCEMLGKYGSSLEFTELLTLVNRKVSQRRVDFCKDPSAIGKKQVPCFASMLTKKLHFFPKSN
# ERAP1 HTS inh – ERAP1 (human) enzyme inhibition | Q9NZ08 | recombinant ERAP1, Leu-AMC fluorescence, 60 min | inhibition, % at 10.7 µM | actives 0.15% (n = 340,000) | AID 652197;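 active means mean replicate inhibition of at least 30%, or all replicates individually reaching that 30% level; inactive means mean below 30% and not every replicate reaching it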;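 further: 0% = neutral control wells and 100% = L-leucinethiol positive control wells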
# SIRT5 block – sirtuin-5 (human) deacylase inhibition; AID 652115; inhibition, % at 15 µM; actives 1.1% (n = 330,000); Purified SirT5, succinyl-peptide AMC, trypsin-coupled fluorescence; in the data active means inhibition above about 15%; inconclusive means no clear call, values can overlap the other calls
# Target sequence (Q9NXA8 whole entry, looked up): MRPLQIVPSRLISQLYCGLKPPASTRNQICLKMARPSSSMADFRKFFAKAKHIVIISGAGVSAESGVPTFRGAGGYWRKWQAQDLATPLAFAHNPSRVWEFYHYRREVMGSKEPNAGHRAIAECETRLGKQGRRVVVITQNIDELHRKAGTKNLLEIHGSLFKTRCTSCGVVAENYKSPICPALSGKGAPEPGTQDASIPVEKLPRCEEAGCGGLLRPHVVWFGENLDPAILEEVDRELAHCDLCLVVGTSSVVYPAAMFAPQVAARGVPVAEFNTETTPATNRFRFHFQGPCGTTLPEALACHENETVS
# DENV2 CPE – DENV2-induced cell death inhibition; actives 1.7% (n = 350,000); CPE inhibition, % at 9.99 µM; DENV2-infected cells, cytopathic effect rescue, plate reader; in the data active means CPE inhibition above about 20%, passing the limit was not always enough; inconclusive means no clear call, values can overlap the other calls; tested in BHK-21 cells;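 further: 0% = median of neutral control wells and 100% = median of positive control wells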
# ERp5 inh – ERp5 (human) disulfide isomerase inhibition. Q15084. ERp5 insulin aggregation, absorbance 650 nm, 90 min. inhibition, % at 9.99 µM. actives 0.05% (n = 350,000). AID 651711;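 active means mean replicate inhibition above about 25%, with every replicate also reaching it, limit read from the data, passing the limit was not always enough; inconclusive means only one of those two criteria met; inactive means neither criterion met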
# Target sequence (Q15084 whole entry, looked up): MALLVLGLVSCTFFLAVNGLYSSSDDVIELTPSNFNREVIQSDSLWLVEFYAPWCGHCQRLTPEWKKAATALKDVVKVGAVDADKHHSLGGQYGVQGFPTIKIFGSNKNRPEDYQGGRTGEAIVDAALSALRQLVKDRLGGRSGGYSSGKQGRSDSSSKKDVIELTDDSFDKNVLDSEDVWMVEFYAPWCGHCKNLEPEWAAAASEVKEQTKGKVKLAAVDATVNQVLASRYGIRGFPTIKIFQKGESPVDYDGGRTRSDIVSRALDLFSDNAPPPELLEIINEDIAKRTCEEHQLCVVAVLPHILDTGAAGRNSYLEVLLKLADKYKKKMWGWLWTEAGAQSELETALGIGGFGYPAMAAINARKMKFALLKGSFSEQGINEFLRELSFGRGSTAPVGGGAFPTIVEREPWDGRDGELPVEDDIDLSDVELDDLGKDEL
# * hit, by the source's call; ? = inconclusive; . = no result given; & = joins results of further samples; [ ] = another dose, or the depositor's remark.
(1) CCOC(=O)c1ccc(NC(=O)NCc2ccc(OC)cc2)cc1
(2) O=C(CSc1nc(O)c(C(c2ccccc2)c2ccccc2)c(=O)[nH]1)N1CCOCC1
(3) CC1=CC(=O)C=C(C)C1=NOC(=O)/C=C\c1ccccc1
(4) CO[C@@H]1CN(C)C(=O)c2cc(NC(=O)NC(C)C)ccc2OC[C@H](C)N(C(=O)NC(C)C)C[C@H]1C
(5) O=C(N[C@@H]1CC[C@H](CCNS(=O)(=O)c2ccc(Cl)cc2)O[C@H]1CO)c1cccc(F)c1
(6) Cc1cc(NC(=O)C2CCCN(S(=O)(=O)c3c(C)noc3C)C2)no1 (stereo not given)

Screen / compound no.,1,2,3,4,5,6
CFTR F508del cor,5.2,2.3,-3.5,.,-2.5,1.8
miR-122 sensor,.,-5,.,1[16.7 µM],.,0
Casp6 inh,-1,1,2,-3,-3,-1
ERAP1 HTS inh,-1,1,4,-3,3,3
SIRT5 block,1,-3,-2,-2,1,0
DENV2 CPE,-5,7,-2,13,-1,2
ERp5 inh,-7,-1,3,4,1,3

(7) O=C(NCCC1=CCCCC1)c1ccc2c(=O)n3c(nc2c1)CCCCC3
(8) CCOC(=O)[C@]12CCCC=C1N(CCC1=CCCCC1)C(=O)[C@H](CC(=O)NCCCOC)C2
(9) COCCn1c(CN2CCN(C(=O)c3ccco3)CC2)nc2c1c(=O)n(C)c(=O)n2C
(10) CC(C)(C)OC(=O)[C@H](Cc1ccccc1)NC(=O)c1[nH]cnc1C(=O)Nc1ccc(Cl)cc1
(11) Cn1ccc2c(-c3ccccc3F)cc3c(c21)C1CCC3C1 (stereo not given)
(12) CCn1nc(C)c(Br)c1C(=O)Sc1ccccc1Cl

Screen / compound no.,7,8,9,10,11,12
CFTR F508del cor,3.8,0.4,-0.9,4.6,2.5,-1.5
miR-122 sensor,-3,.,2,-1,2,-9
Casp6 inh,-2,-3,-3,-2,-2,3
ERAP1 HTS inh,0,-1,2,.,6,1
SIRT5 block,3,6,1,.,.,-5
DENV2 CPE,4,-14,11,-9,0,4
ERp5 inh,2,-4,3,4,2,1

(13) COc1cc(NC(=O)Nc2nc(C(N)C(C)C)cs2)cc(OC)c1OC (stereo not given)
(14) O=C(CSc1ncn[nH]1)NCCc1ccc(Cl)cc1
(15) C[C@@H]1CN([C@H](C)CO)C(=O)c2cc(NC(=O)Nc3ccc(F)cc3)ccc2O[C@@H]1CN(C)C(=O)Nc1ccc2c(c1)OCO2
(16) C[C@H]1CN([C@@H](C)CO)C(=O)c2cc(NC(=O)Nc3ccccc3)ccc2O[C@@H]1CN(C)Cc1ccc(C(F)(F)F)cc1
(17) CCCCc1nnc(SCC(=O)Nc2nccs2)n1CC
(18) Cc1c(/C=N/Nc2nc3ccccc3[nH]2)c2ccccc2n1C

Screen / compound no.,13,14,15,16,17,18
CFTR F508del cor,1.3,-0.5,-2.2,0.2,-1.9,-8.9
miR-122 sensor,-7,.,-5[16.7 µM],15[16.7 µM],-7,-21
Casp6 inh,-2,-1,1,2,0,-5
ERAP1 HTS inh,-2,-1,-2,-4,0,-2
SIRT5 block,-1,1,4,2,-3,-3
DENV2 CPE,-6,1,20,2,0,-11
ERp5 inh,6,0,6,1,-7,.

# Quoted at random: 7 compounds from above, in no set order.
(17) CCCCc1nnc(SCC(=O)Nc2nccs2)n1CC
(16) C[C@H]1CN([C@@H](C)CO)C(=O)c2cc(NC(=O)Nc3ccccc3)ccc2O[C@@H]1CN(C)Cc1ccc(C(F)(F)F)cc1
(2) O=C(CSc1nc(O)c(C(c2ccccc2)c2ccccc2)c(=O)[nH]1)N1CCOCC1
(14) O=C(CSc1ncn[nH]1)NCCc1ccc(Cl)cc1
(13) COc1cc(NC(=O)Nc2nc(C(N)C(C)C)cs2)cc(OC)c1OC (stereo not given)
(1) CCOC(=O)c1ccc(NC(=O)NCc2ccc(OC)cc2)cc1
(12) CCn1nc(C)c(Br)c1C(=O)Sc1ccccc1Cl

Screen / compound no.,17,16,2,14,13,1,12
CFTR F508del cor,-1.9,0.2,2.3,-0.5,1.3,5.2,-1.5
miR-122 sensor,-7,15[16.7 µM],-5,.,-7,.,-9
Casp6 inh,0,2,1,-1,-2,-1,3
ERAP1 HTS inh,0,-4,1,-1,-2,-1,1
SIRT5 block,-3,2,-3,1,-1,1,-5
DENV2 CPE,0,2,7,1,-6,-5,4
ERp5 inh,-7,1,-1,0,6,-7,1

# The list goes on:
(19) Cc1ccc(NC(=O)C2CCCN2C(=O)OC(C)(C)C)cc1C (stereo not given)
(20) CO[C@H]1CN(C)C(=O)c2cc(NC(=O)Nc3cccc(F)c3)ccc2OC[C@H](C)N(C(C)=O)C[C@H]1C
(21) COc1cccc(/C=N/Nc2snc(SC)c2C#N)c1O
(22) CN(Cc1c(C(=O)N/N=C/c2ccc(O)cc2)nnn1-c1nonc1N)c1ccccc1
(23) C[C@@H]1CCCCO[C@@H](CN(C)C(=O)CCCN(C)C)[C@@H](C)CN([C@H](C)CO)C(=O)c2cc(NC(=O)Nc3ccc(F)cc3)ccc2O1
(24) C=CCn1c(Cc2ccc(OC)cc2)nnc1SCc1nc2ccccc2c(=O)[nH]1

Screen / compound no.,19,20,21,22,23,24
CFTR F508del cor,2.6,-1.6,.,0.4,0.6,0.9
miR-122 sensor,.,-1[16.7 µM],.,0,19[16.7 µM],.
Casp6 inh,1,2,5,2,14,0
ERAP1 HTS inh,-4,-1,16,-1,-8,3
SIRT5 block,-1,-10,3,6,2,-3
DENV2 CPE,0,12,.,7,26*,5
ERp5 inh,-3,-12,9,5,-1,6

(25) COc1cc(N(C)C)ccc1[C@]1(O)C(=O)N(C)c2ccc(Br)cc21
(26) CN1CCN(C(=O)CCC(=O)NCc2ccc(F)cc2)CC1
(27) COCCNC(=O)CN(C(=O)Cn1nnc2ccccc21)c1ccccc1C
(28) COc1ccc(N2CCN(CC(O)COCc3ccccc3)CC2)cc1 (stereo not given)
(29) C[C@@H]1C[C@H]2[C@@H]3CCC4=CC(=O)C=C[C@]4(C)[C@@]3(F)[C@@H](O)C[C@]2(C)[C@@]1(O)C(=O)CO
(30) Cc1nc2ccccc2c(=O)n1CCc1ccc(O)cc1

Screen / compound no.,25,26,27,28,29,30
CFTR F508del cor,1.8,2.3,2.8,-1.0,3.7,3.2
miR-122 sensor,.,3,.,-2,3&1,-3
Casp6 inh,1,17,1,2,-3,-4
ERAP1 HTS inh,.,.,3,1,-3,1
SIRT5 block,0,-2,8,-2,3,12
DENV2 CPE,1,0,-2,6,-9,?
ERp5 inh,5,-3,4,-1,-5,-1

(31) O=C(NNC(=O)c1ccc(-c2ccccc2)cc1)c1ccccc1
(32) C[C@@H]1CN([C@@H](C)CO)C(=O)c2cc(C3=CCCC3)cnc2O[C@@H]1CN(C)Cc1ccc(C(=O)O)cc1
(33) COc1cccc(S(=O)(=O)N(C)C[C@H]2Oc3cc(C#CCN(C)C)ccc3S(=O)(=O)N([C@H](C)CO)C[C@@H]2C)c1
(34) CC1Cc2ccccc2N1C(=O)CNc1ccccc1N1CCCCC1 (stereo not given)
(35) O=C(NCC1CCCCC1)[C@@H]1[C@@H](CO)[C@@H]2Cn3c(cccc3=O)[C@H]1N2C(=O)c1ccncc1
(36) COc1ccc(C2=Cc3ccccc3C(CC(=O)C3CC3)N2c2ccc(C#CCCO)cc2)cc1 (stereo not given)

Screen / compound no.,31,32,33,34,35,36
CFTR F508del cor,-1.1,0.3,-4.4,-1.8,1.6,1.5
miR-122 sensor,.,-1[16.7 µM],6[16.7 µM],-1,0[16.7 µM],.
Casp6 inh,-1,-4,-2,-3,-2,-3
ERAP1 HTS inh,-2,1,-4,0,0,.
SIRT5 block,-1,4,0,-5,3,0
DENV2 CPE,5,25*,10,10,-1,-7
ERp5 inh,-5,1,-7,-10,4,-6

(37) Cc1ccc(CNC(=O)c2cc(COc3c(F)cccc3F)on2)s1
(38) C[C@H]1CN([C@@H](C)CO)C(=O)c2cccc(NC(=O)NC3CCCCC3)c2O[C@H]1CN(C)Cc1ccc(-c2ccccc2)cc1
(39) CC(C)n1cnc2cc(NCc3ccco3)ccc21
(40) CS(=O)(=O)Nc1ccc2c(c1)[C@@H]1C[C@@H](CC(=O)NCc3ccccn3)O[C@H](CO)[C@@H]1O2
(41) O=C1c2ccccc2-c2c1c1ccccc1c(=O)n2-c1ccccc1
(42) O=C(Cc1ccccc1)NCC(=O)OC(c1ccccc1)c1ccccc1

Screen / compound no.,37,38,39,40,41,42
CFTR F508del cor,-1.1,-1.5,1.4,0.8,-0.3,.
miR-122 sensor,0,23[16.7 µM],-1,-5[16.7 µM],.,.
Casp6 inh,-1,-3,18,-3,-2,-1
ERAP1 HTS inh,4,7,3,-2,0,-3
SIRT5 block,-9,8,-1,-1,6,-5
DENV2 CPE,9,2,0,-1,3,-3
ERp5 inh,0,-8,4,-6,4,3

(43) O=C(COc1ccc2c3c(c(=O)oc2c1)CCC3)Nc1ccccn1
(44) CCN(CC)c1ccc(NC(=O)c2ccc(=O)[nH]c2)cc1S(=O)(=O)Nc1ccccc1OC
(45) O=C(N/N=C/C=C/c1ccccc1)c1cc(C2CC2)[nH]n1
(46) CSc1cccc(CNC(=O)C2CCC(=O)N(CCCN3CCCC3=O)C2)c1 (stereo not given)
(47) O=c1[nH]c(=S)[nH]c2nc(-c3cccs3)cc(C(F)(F)F)c12
(48) N/C(=N\OC(=O)CCc1ccccc1)c1ccccc1Cl

Screen / compound no.,43,44,45,46,47,48
CFTR F508del cor,-1.8,-0.8,1.3,-1.6,0.8,-0.9
miR-122 sensor,-2,.,-1,.,-4,.
Casp6 inh,3,9,4,2,1,2
ERAP1 HTS inh,0,2,-1,0,-1,-3
SIRT5 block,7,5,0,-2,0,-3
DENV2 CPE,15,5,7,0,-3,-2
ERp5 inh,7,3,-1,4,3,3

(49) O=C(NC1CCC1)[C@H]1[C@H](CO)[C@H]2Cn3c(ccc(C4=CCCC4)c3=O)[C@H]2N1C(=O)C1CCCC1
(50) O=C(NCc1cc(F)cc(F)c1)[C@H]1[C@H](CO)[C@H]2Cn3c(cccc3=O)[C@@H]1N2C(=O)c1cnccn1
(51) CC(C)Cn1c(=O)c(CCC(=O)Nc2ccc(N3CCOCC3)cc2)nc2cc(Cl)ccc21
(52) CCCc1cc(=O)[nH]c(SCC(=O)NCc2ccc3c(c2)OCO3)n1
(53) CCN(CC(=O)Nc1ccc(OC)cc1)C(=O)c1cc(S(=O)(=O)N(C)C)ccc1N1CCCC1
(54) CCCCNC(=O)CSc1nnc(-c2cccc(S(=O)(=O)N3CCOCC3)c2)o1

Screen / compound no.,49,50,51,52,53,54
CFTR F508del cor,-1.3,.,0.4,-0.4,1.2,7.7
miR-122 sensor,4[16.7 µM],.,2,-5,.,.
Casp6 inh,-2,2,2,-2,7,-2
ERAP1 HTS inh,-7,1,-2,-3,-2,1
SIRT5 block,-4,-1,-3,-1,-2,5
DENV2 CPE,-2,1,-2,-5,3,-3
ERp5 inh,0,-2,2,0,8,-4

(55) C[C@@H]1CN([C@@H](C)CO)S(=O)(=O)c2ccc(-c3ccccc3)cc2O[C@H]1CN(C)C(=O)CN(C)C
(56) CCN(CC)CC(=O)Nc1sc(C)cc1C(=O)c1ccc(C)cc1
(57) C[C@@H]1CN([C@H](C)CO)C(=O)c2cccc(NS(=O)(=O)c3cn(C)cn3)c2O[C@@H]1CN(C)C(=O)Nc1ccc2c(c1)OCO2
(58) Cc1ccccc1S(=O)Cc1ccc(C(=O)N2CCN(C3CCCCC3)CC2)o1 (stereo not given)
(59) CSc1ncccc1C(=O)OCC(=O)c1ccc(S(=O)(=O)N2CCCCC2)cc1
(60) CC(C)Sc1nnc(Cn2c(=O)sc3ccccc32)n1-c1ccccc1

Screen / compound no.,55,56,57,58,59,60
CFTR F508del cor,-0.8,0.4,0.2,-2.4,2.3,3.4
miR-122 sensor,-3[16.7 µM],1,1[16.7 µM],-2,.,0
Casp6 inh,1,-3,-1,-2,10,0
ERAP1 HTS inh,4,19,-3,-3,1,-1
SIRT5 block,4,-5,-1,-1,-5,0
DENV2 CPE,-9,-4,?,0,1,-5
ERp5 inh,0,0,-2,5,13,1
